Screens deposited in PubChem by Broad Institute.
RAD54 inh: blocks human RAD54 Holliday junction branch migration; FAM/BHQ fluorescence; inhibition, % at 10.4 µM; 360,000 compounds, 0.14% hits; AID 602329;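 active means mean normalized replicate activity at least 40 and at least half of replicates scoring 40 or more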;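 further: 0% = median of neutral control wells and 100% = median of positive control wells; inhibitors cause a drop in the FAM fluorescence signal; in these data hits start at about 50%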
esBAF inh: SWI/SNF esBAF complex inhibition. mouse ES cells, Bmi1-luciferase knock-in reporter, 24 h; 100% = twice the neutral-well signal. reporter increase, % at 12.5 µM. 350,000 compounds, 2% hits. AID 602393; in the data active means activation above about 40%;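 further: 0% = median of the plate's neutral control wells and 100% = double that signal; a rise in the Bmi1 reporter signal indicates esBAF inhibition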
PglD DTNB: inhibitors of Campylobacter jejuni PglD acetyltransferase | 360,000 compounds, 0.098% hits | inhibition, % at 12.5 µM | purified PglD enzyme, DTNB colorimetric CoA detection | AID 602405; in the data active means inhibition above about 16%, passing the limit was not always enough; further: strong numbers were not always called active
Casp6 inh: blocks human caspase-6 cleavage activity | P55212 | purified caspase-6, Z-VEID-R110 cleavage fluorescence | inhibition, % at 12.5 µM | 350,000 compounds, 0.53% hits;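 active means mean inhibition across replicates at least about 35%, with every replicate also reaching that limit, limit read from the data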;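 further: 0% = median of neutral control wells and 100% = no fluorescence left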
Target sequence (P55212 24-179 limits assumed): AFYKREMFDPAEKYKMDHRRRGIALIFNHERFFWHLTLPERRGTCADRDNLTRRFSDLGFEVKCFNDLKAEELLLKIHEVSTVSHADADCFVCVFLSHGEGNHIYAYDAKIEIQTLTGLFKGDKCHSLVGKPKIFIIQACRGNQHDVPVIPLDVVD
Target sequence (P55212 194-293 limits assumed): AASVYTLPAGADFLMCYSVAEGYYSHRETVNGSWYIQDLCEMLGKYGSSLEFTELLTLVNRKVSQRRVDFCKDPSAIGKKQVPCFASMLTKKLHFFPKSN
ARNT TACC3 PPI: disrupts binding between human ARNT and TACC3; Q9Y6A5; AlphaScreen His-ARNT PAS-B/GST-TACC3 binding, luminescence; TACC3 fragment carries E629A point mutation; inhibition, % at 9.99 µM; 390,000 compounds, 0.66% hits; AID 623870;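 active means mean inhibition of replicates at least 50% and at least half of replicates each reaching 50%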;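 further: 0% = complete ARNT plus TACC3 wells and 100% = ARNT alone without TACC3; many hits fall short of the cut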
RAD52 inh: inhibitors of human RAD52 DNA annealing. 360,000 compounds, 0.46% hits. recombinant RAD52 DNA annealing, FRET fluorescence. inhibition, % at 18.7 µM;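 active means every replicate showing at least 50% inhibition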
Target sequence (P43351 whole entry, looked up): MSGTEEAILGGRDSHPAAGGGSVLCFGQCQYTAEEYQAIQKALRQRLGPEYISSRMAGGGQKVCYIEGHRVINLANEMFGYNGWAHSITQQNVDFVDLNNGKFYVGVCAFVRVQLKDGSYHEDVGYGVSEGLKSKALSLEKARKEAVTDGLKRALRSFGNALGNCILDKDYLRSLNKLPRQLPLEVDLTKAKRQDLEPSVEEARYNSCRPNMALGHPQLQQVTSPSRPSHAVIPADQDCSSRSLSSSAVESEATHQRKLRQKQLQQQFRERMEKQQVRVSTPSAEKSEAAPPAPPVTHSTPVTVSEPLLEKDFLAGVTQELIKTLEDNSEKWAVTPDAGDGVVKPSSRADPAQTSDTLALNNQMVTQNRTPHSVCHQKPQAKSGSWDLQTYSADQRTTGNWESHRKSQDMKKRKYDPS
E-sel inducer: induces E-selectin expression in human endothelial cells. P16581. AID 686992. activation, % at 7.58 µM. HUVEC E-selectin immunofluorescence imaging; normalized: neutral wells 0, TNF-alpha wells 100. 260,000 compounds, 0.37% hits;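 active means mean E-selectin-positive cell signal at least 10% of the positive control, reached in at least 60% of replicates, without over 20% cell loss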;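 further: in these data hits start at about 27%; measured in HUVEC primary endothelial cells; signal is the percent of cells scored E-selectin positive by PE staining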
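Assay system: HUVEC primary endothelial cells. Input: 3,000 HUVEC seeded per well. Doses: one compound dose added by pin transfer. Read-out basis: % PE-positive cells. Benchmarks: TNF-alpha high, DMSO low. Detection: immunofluorescence imaging. Buffer or medium: EGM-2, gelatin.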
ERp5 inh: ERp5 (human) disulfide isomerase inhibition | ERp5 insulin aggregation, absorbance 650 nm, 90 min | 350,000 compounds, 0.05% hits | inhibition, % at 9.99 µM;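 active means mean replicate inhibition above about 25%, with every replicate also reaching it, limit read from the data, passing the limit was not always enough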
An asterisk follows results filed as active.

For CCn1c(SCC(=O)NCC(=O)Nc2ccc(F)cc2)nnc1-c1ccncc1 the results were RAD54 inh -4, esBAF inh -4, PglD DTNB 0, Casp6 inh -1, RAD52 inh 5 and ERp5 inh -5.
`Cc1ccc(S(=O)(=O)N(CC2CO2)c2ccccc2[N+](=O)[O-])cc1` (stereo unspecified) gave esBAF inh 9, Casp6 inh 2, ARNT TACC3 PPI 2, RAD52 inh -4 and ERp5 inh -13.
Screening CCOC(=O)Cn1nc(C)n(-c2cccc(Cl)c2)c1=O returned RAD54 inh -6, esBAF inh 1, PglD DTNB 1, Casp6 inh 0, RAD52 inh -7, E-sel inducer 3.6 and ERp5 inh 2.
`O=C(C[C@H]1C=C[C@@H](NC(=O)CN2CCOCC2)[C@H](CO)O1)NCCc1ccccc1` gave RAD54 inh 3, esBAF inh -4, PglD DTNB -2, Casp6 inh -3, RAD52 inh -4, E-sel inducer -0.1 and ERp5 inh 1.
CCc1nc(NCCC(C)C)c2nnn(Cc3ccccc3)c2n1 was read as RAD54 inh 4, esBAF inh -7, PglD DTNB 7, Casp6 inh -1, ARNT TACC3 PPI -3, RAD52 inh -10 and ERp5 inh -10.
Screening CN1C(C(=O)Nc2ccc(F)cc2F)=CC(c2ccco2)=NS1(=O)=O returned RAD54 inh -18, esBAF inh 24, PglD DTNB -4, Casp6 inh -1, ARNT TACC3 PPI 9, RAD52 inh -9, E-sel inducer -0.1 and ERp5 inh -4.
`COc1ccc(C2Oc3ccccc3N2C(C)=O)cc1` (stereo unspecified) gave RAD54 inh -3, esBAF inh -7, PglD DTNB 4 and ARNT TACC3 PPI 7.
`O=C(CNS(=O)(=O)c1ccc2ccccc2c1)Nc1ccc(F)c(F)c1F` gave RAD54 inh 3, esBAF inh -3, PglD DTNB 3, Casp6 inh 6, ARNT TACC3 PPI 1, RAD52 inh -18, E-sel inducer -1.7 and ERp5 inh -1.
For COc1cccc(CC(=O)N2CCC(n3nccc3NC(=O)C3CC3)CC2)c1 the results were RAD54 inh 3, esBAF inh 8, PglD DTNB 1, Casp6 inh 1, ARNT TACC3 PPI -8, RAD52 inh -17, E-sel inducer 0.1 and ERp5 inh 5.
N=c1c(S(=O)(=O)c2ccc(Br)cc2)cc2c(=O)n3ccccc3nc2n1Cc1ccco1 was read as RAD54 inh -3, esBAF inh 5, PglD DTNB 2, Casp6 inh 0, ARNT TACC3 PPI -6, RAD52 inh -14 and ERp5 inh 1.
For Cn1cc(CN2CCC(C(O)c3cccs3)CC2)c(-c2cccc(Cl)c2)n1 (stereo unspecified) the results were Casp6 inh -3, ARNT TACC3 PPI 2, RAD52 inh 2 and ERp5 inh -5.
`CCc1ccc(OC(=O)Cc2ccc(OC)c(S(=O)(=O)N3CCOCC3)c2)cc1` gave RAD54 inh 1, esBAF inh -8, PglD DTNB 0, Casp6 inh 1, ARNT TACC3 PPI 9, RAD52 inh -22, E-sel inducer 1.2 and ERp5 inh 1.
`Cc1nn(-c2ccccc2)c2sc(C(=O)NNC(=O)COc3ccccc3)cc12` gave RAD54 inh 10, esBAF inh 6, PglD DTNB 9 and ARNT TACC3 PPI -4.
COc1ccc(/C=C(\NC(=O)c2ccc([N+](=O)[O-])cc2)C(=O)NCCCn2ccnc2)cc1 was read as RAD54 inh -2, esBAF inh 6, PglD DTNB -6, Casp6 inh -39, ARNT TACC3 PPI 17, RAD52 inh -5 and ERp5 inh 1.
`C[C@@H]1CN([C@@H](C)CO)C(=O)c2cc(N(C)C)ccc2O[C@@H]1CN(C)Cc1ccccc1` gave RAD54 inh 9, esBAF inh -2, PglD DTNB 2, Casp6 inh 0, ARNT TACC3 PPI 0, RAD52 inh 4, E-sel inducer 0.3 and ERp5 inh -1.
For Cc1c(C)c(C)c(S(=O)(=O)NCCc2ccncc2)c(C)c1C the results were RAD54 inh 0, esBAF inh -1, PglD DTNB -1, Casp6 inh -1, ARNT TACC3 PPI -14, RAD52 inh -20, E-sel inducer 0.3 and ERp5 inh -7.
Screening Nc1ncnc2c1ncn2[C@@H]1O[C@H](CNC(=O)[C@@H](N)COCc2ccccc2)[C@@H](O)[C@H]1O returned RAD54 inh 4, esBAF inh 0, PglD DTNB 6 and ARNT TACC3 PPI -6.
Screening CCn1c(COc2ccc(C)cc2)nnc1SCC(=O)NCc1ccco1 returned Casp6 inh 11, ARNT TACC3 PPI 1, RAD52 inh -2 and ERp5 inh 1.
Screening N#C[C@@H]1[C@H](c2ccccc2-c2cccc(F)c2)[C@H](CO)N1C(=O)NC1CCCC1 returned Casp6 inh -1, RAD52 inh -12, E-sel inducer -0.1 and ERp5 inh 3.
`CO[C@@H]1CN(C)C(=O)c2ccc(NC(=O)C3CC3)cc2OC[C@@H](C)N(C(=O)C2CCOCC2)C[C@H]1C` gave RAD54 inh -14, esBAF inh -5, PglD DTNB 1, Casp6 inh -1, ARNT TACC3 PPI 4, RAD52 inh -3, E-sel inducer -0.2 and ERp5 inh 0.
Screening O=C(Nc1cccc(NC(=O)c2nccc3ccccc23)c1)c1ccco1 returned esBAF inh 4, Casp6 inh 4, RAD52 inh -52 and ERp5 inh 12.
O=C(COc1ccccc1F)Nc1cc(S(=O)(=O)N2CCOCC2)ccc1N1CCOCC1 was read as RAD54 inh 1, esBAF inh 7, PglD DTNB -2, Casp6 inh 8, ARNT TACC3 PPI -2, RAD52 inh -18, E-sel inducer 10 and ERp5 inh 1.
Screening COc1ccc(S(=O)(=O)Nc2ccc3c(c2)C(=O)N([C@@H](C)CO)C[C@H](C)[C@H](CN(C)Cc2ccc(C(=O)O)cc2)OCCCC[C@H](C)O3)cc1 returned RAD54 inh 10, esBAF inh -4, PglD DTNB 1, Casp6 inh -1, ARNT TACC3 PPI 2, RAD52 inh -8, E-sel inducer 0.1 and ERp5 inh -4.
Screening Cc1cccc(C)c1NC(=O)C1(C)CCC(=O)N1C1CC1 (stereo unspecified) returned RAD54 inh -3, esBAF inh -5, PglD DTNB 2, Casp6 inh 0, RAD52 inh 2, E-sel inducer -0.1 and ERp5 inh 2.
Screening COc1cccc(C(=O)NC2CCCc3c2cnn3-c2ccc(C)c(C)c2)c1OC (stereo unspecified) returned RAD54 inh 5, esBAF inh 7, PglD DTNB 3, Casp6 inh 0, ARNT TACC3 PPI 5, RAD52 inh -2 and ERp5 inh 1.
Screening COc1ccc(NC(=O)N2CCC(c3ccccc3)C2)c(OC)c1 (stereo unspecified) returned RAD54 inh 5, esBAF inh 9, PglD DTNB -4, Casp6 inh 2, ARNT TACC3 PPI 0, RAD52 inh -4, E-sel inducer 0.0 and ERp5 inh 0.
Screening C[C@H](CO)N1C[C@H](C)[C@H](CN(C)Cc2ccc(C(F)(F)F)cc2)OCCCC[C@H](C)Oc2ccc(NS(=O)(=O)c3cn(C)cn3)cc2C1=O returned RAD54 inh 0, esBAF inh -11, PglD DTNB 1, Casp6 inh 2, ARNT TACC3 PPI 4, RAD52 inh 18, E-sel inducer 0.4 and ERp5 inh -3.
For CCOC(=O)C1=C(COC(=O)c2ccc(OC(C)C)cc2)NC(=O)NC1C (stereo unspecified) the results were RAD54 inh 12, esBAF inh 0, PglD DTNB -1, Casp6 inh 8, ARNT TACC3 PPI -1, RAD52 inh 3, E-sel inducer 0.1 and ERp5 inh 4.
For Cc1ccc(C(O)c2ncc(-c3cccc4ccccc34)[nH]2)cc1F (stereo unspecified) the results were RAD54 inh 4, esBAF inh 0, PglD DTNB 3, Casp6 inh 2, RAD52 inh -9, E-sel inducer 0.0 and ERp5 inh -2.
Screening Cc1ccc(-c2ccc([C@H]3[C@H](CO)N4C(=O)CN(C(=O)NC(C)C)C[C@@H]34)cc2)cc1 returned Casp6 inh 7, RAD52 inh 4, E-sel inducer 0.4 and ERp5 inh 0.

Of the compounds above, these have a Cl atom:
Screening CCOC(=O)Cn1nc(C)n(-c2cccc(Cl)c2)c1=O returned RAD54 inh -6, esBAF inh 1, PglD DTNB 1, Casp6 inh 0, RAD52 inh -7, E-sel inducer 3.6 and ERp5 inh 2.
For Cn1cc(CN2CCC(C(O)c3cccs3)CC2)c(-c2cccc(Cl)c2)n1 (stereo unspecified) the results were Casp6 inh -3, ARNT TACC3 PPI 2, RAD52 inh 2 and ERp5 inh -5.

Random excerpt: 2 records from the list
Screening COc1ccc(S(=O)(=O)Nc2ccc3c(c2)C(=O)N([C@@H](C)CO)C[C@H](C)[C@H](CN(C)Cc2ccc(C(=O)O)cc2)OCCCC[C@H](C)O3)cc1 returned RAD54 inh 10, esBAF inh -4, PglD DTNB 1, Casp6 inh -1, ARNT TACC3 PPI 2, RAD52 inh -8, E-sel inducer 0.1 and ERp5 inh -4.
Screening Cc1ccc(-c2ccc([C@H]3[C@H](CO)N4C(=O)CN(C(=O)NC(C)C)C[C@@H]34)cc2)cc1 returned Casp6 inh 7, RAD52 inh 4, E-sel inducer 0.4 and ERp5 inh 0.

(further entries)
For O=C(Nc1ccc(N2CCOCC2)cc1)c1cccc(-n2cnnc2)c1 the results were RAD54 inh 8, esBAF inh -3, PglD DTNB 2, Casp6 inh 4, ARNT TACC3 PPI 1, RAD52 inh 3, E-sel inducer 17 and ERp5 inh 2.
Screening O=c1cc(Cl)[nH]c(=O)n1Cc1ccccc1 returned RAD54 inh 9, esBAF inh -4, PglD DTNB 10, Casp6 inh 0, ARNT TACC3 PPI -6, RAD52 inh -10, E-sel inducer -0.1 and ERp5 inh 2.
Screening CC1CC(C)(C)NC(=S)N1CCC(=O)N1CCN(Cc2ccccc2)CC1 (stereo unspecified) returned Casp6 inh -2, ARNT TACC3 PPI -11, RAD52 inh -17, E-sel inducer 0.4 and ERp5 inh 1.
`CCCCCCCCN1C(=O)[C@H](CC(=O)NCC2CCCCC2)C[C@@]2(C(=O)OCC)CCC=C12` gave Casp6 inh 3, RAD52 inh -16, E-sel inducer 0.0 and ERp5 inh -1.
`CSCCC(NC(=O)OC(C)(C)C)C(=O)Oc1ccc2c(=O)c(-c3ccc4c(c3)OCCO4)coc2c1` (stereo unspecified) gave RAD54 inh 2, esBAF inh -5, PglD DTNB -4, ARNT TACC3 PPI -5 and E-sel inducer -0.7.
Screening C[C@H](O)C#Cc1cnc2c(c1)C(=O)N([C@@H](C)CO)C[C@H](C)[C@@H](CN(C)Cc1cncnc1)O2 returned RAD54 inh -2, esBAF inh -6, PglD DTNB 2, Casp6 inh 2, ARNT TACC3 PPI -4, RAD52 inh 4, E-sel inducer -0.1 and ERp5 inh 12.
`O=C(NCCN1CCN(Cc2ccccc2)CC1)c1cc2c(=O)[nH]c3ccccc3c2s1` gave RAD54 inh 0, esBAF inh -82, PglD DTNB -1, Casp6 inh -5, ARNT TACC3 PPI 2, RAD52 inh -32 and ERp5 inh 6.
Screening CN(C)/C=C/C(=O)c1cnc(-c2ccccc2)s1 returned RAD54 inh 0, esBAF inh 56*, PglD DTNB 3, Casp6 inh -4, ARNT TACC3 PPI -10, RAD52 inh -29 and ERp5 inh 0.
`Cc1ccc(N2C(=O)C(Cl)=C(N3CCCCCC3)C2=O)c(C)c1` gave RAD54 inh -13, esBAF inh 6, PglD DTNB -7, Casp6 inh 1, ARNT TACC3 PPI 7, RAD52 inh -51, E-sel inducer -0.2 and ERp5 inh -2.
For CC(NC(=O)c1ccccc1F)c1nnc(SCC(=O)Nc2nnc(C3CC3)s2)n1C (stereo unspecified) the results were RAD54 inh -2, PglD DTNB 2, Casp6 inh 2, ARNT TACC3 PPI -27, RAD52 inh -11, E-sel inducer 0.0 and ERp5 inh 4.
For O=C(COC(=O)C1=COCCO1)Nc1ncc(Cl)cc1Cl the results were RAD54 inh 11, esBAF inh -6, PglD DTNB -2, Casp6 inh 8, ARNT TACC3 PPI -1, RAD52 inh -26 and ERp5 inh 3.
CCCNC(=O)C[C@H]1CC[C@H]2[C@H](COc3ccc(NC(=O)c4ccc(C(F)(F)F)cc4)cc3C(=O)N2C)O1 was read as RAD54 inh -6, esBAF inh 10, PglD DTNB 1, Casp6 inh -1, ARNT TACC3 PPI -14, RAD52 inh -4, E-sel inducer 0.1 and ERp5 inh 3.
